# Source: PubChem BioAssay
# RXFP1 agonist: activates the human relaxin receptor RXFP1 | Q9HBX9 | HEK293T-RXFP1 cAMP TR-FRET, 30 min; response scale: percent of porcine relaxin response, buffer zero | Potency, µM (highest dose often 57.5 µM), for the others: at the highest dose activation, actives largely listed as activators | 370,000 compounds, 0.3% hits | AID 2676; also: % is scaled to controls: 0 for no effect and ±100 for the full control effect; nearly all actives have a fitted effect of over 60% in size; many of its hits are not listed in these tables
# Target sequence (Q9HBX9 whole entry, looked up): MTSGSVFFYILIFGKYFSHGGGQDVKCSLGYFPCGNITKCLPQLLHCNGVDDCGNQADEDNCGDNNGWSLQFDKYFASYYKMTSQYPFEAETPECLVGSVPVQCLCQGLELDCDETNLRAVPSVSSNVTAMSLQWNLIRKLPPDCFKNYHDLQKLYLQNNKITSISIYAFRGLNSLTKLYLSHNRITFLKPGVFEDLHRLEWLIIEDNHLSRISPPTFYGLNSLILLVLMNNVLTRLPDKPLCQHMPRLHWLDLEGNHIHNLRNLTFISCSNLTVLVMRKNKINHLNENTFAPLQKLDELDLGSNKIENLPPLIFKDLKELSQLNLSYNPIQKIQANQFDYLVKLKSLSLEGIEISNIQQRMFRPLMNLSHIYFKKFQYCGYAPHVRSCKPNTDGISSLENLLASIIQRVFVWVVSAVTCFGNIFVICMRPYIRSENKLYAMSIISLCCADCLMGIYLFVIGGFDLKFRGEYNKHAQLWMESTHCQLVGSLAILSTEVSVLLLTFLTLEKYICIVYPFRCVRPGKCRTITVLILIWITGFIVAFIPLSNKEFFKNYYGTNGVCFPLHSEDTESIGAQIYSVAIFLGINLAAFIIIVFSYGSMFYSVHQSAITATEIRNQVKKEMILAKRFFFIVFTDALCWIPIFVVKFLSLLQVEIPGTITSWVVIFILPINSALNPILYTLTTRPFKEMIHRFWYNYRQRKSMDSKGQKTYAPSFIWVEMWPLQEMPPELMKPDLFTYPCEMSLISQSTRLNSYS
#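 Agonist response is measured as cAMP accumulation in an RXFP1-transfected HEK293T line under PDE4 inhibition. Values are scaled between buffer-only and 29 nM porcine relaxin, and EC50s come from standard Hill equation fits.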
# RGS4 inh: inhibitors of human regulator of G protein signaling 4; P49798; Transcreener GDP fluorescence polarization, RGS4-accelerated GTP hydrolysis; Potency, µM (series often up to 114 µM), for the others: top-dose activity change, negative = inhibition, actives largely listed as inhibitors; 390,000 compounds, 0.039% hits; AID 504845; also: % is scaled to controls: 0 for no effect and ±100 for the full control effect; nearly all actives have a fitted effect of over 75% in size; some results filed as inactive show a strong effect at the top dose
# Target sequence (P49798 whole entry, looked up): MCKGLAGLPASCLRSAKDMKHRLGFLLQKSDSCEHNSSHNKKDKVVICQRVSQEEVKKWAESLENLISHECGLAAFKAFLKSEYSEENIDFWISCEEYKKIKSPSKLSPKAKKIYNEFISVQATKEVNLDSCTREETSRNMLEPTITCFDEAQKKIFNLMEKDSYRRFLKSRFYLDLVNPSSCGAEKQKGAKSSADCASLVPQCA
#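 MLSMR compounds (23 nl, pin-transferred) preincubated 10 min at room temperature with a 500nM (2x) first reagent, then RGS4 at 900nM (2x) plus Transcreener GDP mix added; fluorescence polarization (620/688 nm) read before and after 90 min at 30 °C.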
# rTrxR1 inhibitor: rat TrxR1 inhibition. AID 588453. recombinant rTrxR1, NADPH fluorescence consumption, selenite substrate. Potency, µM (titrated, usually from 114 µM), inactives show top-dose activity change, negative = inhibition, actives largely listed as inhibitors. O89049. 390,000 compounds, 1% hits; also: % is scaled to controls: 0 for no effect and ±100 for the full control effect; nearly all actives have a fitted effect of over 65% in size
#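 Rat TrxR1 (90 nM in the dispensed reagent) was pre-reduced with 400 uM NADPH for 5 min at room temperature, then incubated with compound for 15 min. After 400 uM selenite was added, NADPH fluorescence (Ex 340/Em 450 nm) was followed for 8 min.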
# mIDH1 inhibitor: inhibitors of human mutant IDH1 R132H; IDH1-R132H enzyme, NADPH consumption, diaphorase/resazurin fluorescence; Potency, µM (series often up to 76.6 µM), for inactives: at the highest dose activity change, negative = inhibition, hits mostly inhibitors; 390,000 compounds, 0.093% hits; AID 602179; also: % is scaled to controls: 0 for no effect and ±100 for the full control effect; nearly all actives have a fitted effect of over 65% in size
#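 IDH1-R132H (0.5 ug/mL dispensed) in pH 7.5 Tris buffer was preincubated 30 min with compound, then given a substrate mix of 0.016 mM NADPH and 2 mM alpha-KG for 80 min at room temperature; remaining NADPH was read by diaphorase/resazurin fluorescence.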
# TrxR1 substrate: rat thioredoxin reductase 1 substrate activity; purified TrxR1 substrate turnover, NADPH consumption readout; O89049; Potency, µM (titrated, usually from 114 µM), for the others: at the highest dose activity change, negative = substrate turnover; 390,000 compounds, 0.01% hits; AID 588456; also: % is scaled to controls: 0 for no effect and ±100 for the full control effect; nearly all actives have a fitted effect of over 50% in size
#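 Rat TrxR1, dispensed at 90 nM, was prereduced with 400 uM NADPH (final) for 5 min at ~22 deg C, then incubated with compound 15 min before 400 uM selenite. A first-read NADPH fluorescence drop versus no-compound background flagged substrates.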
# 12-LOX inh: ALOX12 (human) lipoxygenase inhibition; P18054; Potency, µM (titrated, usually from 108 µM), without a hit: top-dose activity change, negative = inhibition, hits mostly inhibitors; purified 12hLO, xylenol orange hydroperoxide absorbance; 580,000 compounds, 1.1% hits; also: % is scaled to controls: 0 for no effect and ±100 for the full control effect
#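 Purified human 12hLO at 150 nM in 25 mM Hepes, 0.01% Triton X-100, pH 7.0, preincubated 15 min at room temperature with compound. Reaction started with 40 uM arachidonic acid, 30 min at room temperature. Hydroperoxide measured by Fe-xylenol orange, 573/405 nm absorbance ratio.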
# Vif-A3F inh: inhibitors of Vif-A3F interaction; Potency, µM (titrated, usually from 46.1 µM), for the others: at the highest dose activity, negative = active; HeLa A3F-eYFP + Vif (tagged APOBEC3F with the HIV-1 protein that degrades it), YFP fluorescence increase; 390,000 compounds, 0.2% hits; AID 602313; also: % of control where 0% means no effect; nearly all actives have a fitted effect of over 65% in size
#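 HeLa cells stably expressing Vif plus C-terminally eYFP-tagged A3F were seeded, incubated overnight at 37 deg C, dosed with compound, incubated overnight again at 37 deg C. Yellow fluorescence (Ex 488/Em 500-530) reported blocked Vif-mediated A3F-eYFP degradation.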
# USP1-UAF1 inh: USP1/UAF1 (human) deubiquitinase inhibition; O94782; recombinant USP1/UAF1, Ub-Rhodamine cleavage fluorescence; 390,000 compounds, 0.23% hits; Potency, µM (top dose mostly 57.1 µM), without a hit: at the top dose activity change, negative = inhibition, actives largely listed as inhibitors; also: % is scaled to controls: 0 for no effect and ±100 for the full control effect; nearly all actives have a fitted effect of over 60% in size; inactives centre near -12
#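 In this screen, compounds sit with the deubiquitinase complex (1nM) for 15 min at room temperature before Ub-Rho is added at 150nM final. Fluorescence rise is then followed for 6 reads every 60 seconds.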
# Vif-A3G inh: blocks the Vif interaction with human APOBEC3G; Q9HC16; HeLa A3G-eYFP + Vif (tagged APOBEC3G with the HIV-1 protein that degrades it), YFP fluorescence, overnight; Potency, µM (highest dose often 46.1 µM), for inactives: at the top dose activity, negative = active, hits mostly inhibitors; 410,000 compounds, 0.076% hits; AID 602310;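 also: % is scaled to controls: 0 for no effect and ±100 for the full control effect; nearly all actives have a fitted effect of over 60% in size; hits raise eYFP signal because A3G escapes Vif-driven loss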
#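 Read-out is eYFP fluorescence (Ex 488/Em 500-530) from Vif-expressing HeLa A3G-eYFP cells; more signal means A3G escaped Vif-mediated degradation. Cells plated overnight, compound pinned in, incubated overnight at 37 deg C.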
# Active calls of the source: *; i = inactive; ? = inconclusive; . = no result given; & = joins results of further samples; [ ] = remark or other dose. Calls follow the shape of the dose curve; as a rule, active = well fitted curve in the direction sought with a large enough effect; inconclusive = small, poorly fitted or top-dose-only effect, or another doubt; inactive = no such curve, though single readings can be large; an effect the other way counts as inactive or inconclusive. Potency is read from the fitted curve at half-maximal effect.
# The first 2 entries (preview)
SMILES,RXFP1 agonist,RGS4 inh,rTrxR1 inhibitor,mIDH1 inhibitor,TrxR1 substrate,12-LOX inh,Vif-A3F inh,USP1-UAF1 inh,Vif-A3G inh
O=C1CC(c2cccc(O)c2)Oc2ccccc21 (stereo not drawn),2.6%,-16%,1%,4%,-4%,377%[activator],-9%,1%,-1%
Cc1sc2ncn(CC(=O)NCC(=O)N3CCN(c4ccc(F)cc4)CC3)c(=O)c2c1C,10%,-5%,10%,-12%,2%,-9%,8%,-16%,4%

# This part in full, previewed entries included:
SMILES,RXFP1 agonist,RGS4 inh,rTrxR1 inhibitor,mIDH1 inhibitor,TrxR1 substrate,12-LOX inh,Vif-A3F inh,USP1-UAF1 inh,Vif-A3G inh
O=C1CC(c2cccc(O)c2)Oc2ccccc21 (stereo not drawn),2.6%,-16%,1%,4%,-4%,377%[activator],-9%,1%,-1%
Cc1sc2ncn(CC(=O)NCC(=O)N3CCN(c4ccc(F)cc4)CC3)c(=O)c2c1C,10%,-5%,10%,-12%,2%,-9%,8%,-16%,4%
Cc1ccc(S(=O)(=O)Nc2nc3ccc(S(C)(=O)=O)cc3s2)cc1,1.6%,-17%,-6%,2%,8%,?,-1%,-20%,1%
CCN(CC)C(=O)N1CCc2ccccc21,1.0%,10%[11.4 µM],6%,12%,-6%,-1%,3%,-7%,1%
COc1cc(OC)c(OC)cc1CNCCCSc1nnnn1C,0.8%,-6%,17%,-16%,0%,-13%,3%,-9%,-2%
O=C(OCC(=O)N1CCC(Cc2ccccc2)CC1)c1cccnc1Cl,.,21%,11%[57.1 µM],4%,6%[57.1 µM],-22%,1%,11%,3%
O=C(c1ccc([N+](=O)[O-])s1)N1CCN(c2ccccc2)CC1,3.4%,-9%,?,-6%,-10%,-26%,4%,-26%,-11%
O=C(Cc1cccc2ccccc12)Nc1nc(-c2cccc([N+](=O)[O-])c2)cs1,-0.9%,19%,-6%,5%,-11%,13%,3%,-6%,-3%
CC(C)c1cc(-c2cc(-c3ccccc3)on2)nc(NC2CCCC2)n1,-0.9%,2%,-5%[57.1 µM],-2%,-3%[57.1 µM],-16%,2%,-15%,-2%
COc1cc(C)c(NC(=O)C(=S)NCCc2ccccc2)cc1C,-0.6%,?,2%,5%,0%,-3%,1%,-15%,-3%
Cc1ccc(S(=O)(=O)N2CCC(C(=O)NCCCOC(C)C)CC2)cc1,0.1%,1%,-6%,3%,-2%,-31%[57.4 µM],1%,10%,2%
c1cnc(NCCSSCCNc2ncccn2)nc1,.,.,.,-2%,.,17%,-2%,2%,-1%
O=C(O)c1ccccc1C(=O)c1ccc2c(c1)CCC2,-2.5%,19%[56.9 µM],21%,0%,6%,3%,14%,-9%,-6%
COc1ccc(N2CCN(S(=O)(=O)CC34CCC(CC3=O)C4(C)C)CC2)cc1 (stereo not drawn),-0.7%,11%,2%,1%,-3%,-20%,-7%,-11%,3%
Cc1ccc(C)c(OCCn2cc(C(=O)c3cccs3)c3ccccc32)c1,1.5%,-17%,37%[activator],-28%,2%,-13%,2%,-6%,0%
CCOc1ccc(CCNC(=O)COc2cc(=O)n(C)c3ccccc23)cc1OCC,1.1%,6%,16%,11%,-4%,21%,5%,-21%,1%
O=S(=O)(/N=C(/Nc1ccc(Cl)c(S(=O)(=O)N2CCOCC2)c1)c1ccc(F)cc1)c1ccccc1,0.8%,-16%,28%,-19%,2%,25%,-2%,-29%,-9%
CCCOc1ccc(NC(=O)CC2C(=O)N(c3ccc(Cl)cc3)C(=O)N2CCc2ccncc2)cc1 (stereo not drawn),2.3%,-15%,19%,5%,-5%,?,8%,-1%,1%
CSc1ncccc1C(=O)OCC(=O)NC(N)=O,0.2%,3%,9%,0%,6%,17%,1%,-11%,-4%
O=C(NCCN1CCOCC1)c1cc(-c2ccc(Cl)s2)nc2ccccc12,15%,-5%,35%,2%,70%[activator],-3%&8%,-29%,-1%,1%
COc1cccc(-n2ccnc2SCC(=O)Nc2ccc(Cl)c(Cl)c2)c1,-2.1%,12%,13%[57.1 µM],15%,1%[57.1 µM],?,1%,-14%,8%
N#Cc1ccccc1NCC(=O)N1CCN(S(=O)(=O)c2ccccc2)CC1,1.1%,-2%,-5%,-2%,5%,-57%,-8%,-6%,-6%
COc1ccc(NC(=O)c2cc(S(=O)(=O)Nc3ccc(OC)cc3)cs2)cc1,-9.3%,-6%,?,-1%,-8%,-9%,-16%,-24%,-8%
Cc1occc1-c1nnc(SCC(=O)NC2CCC(C)CC2)o1 (stereo not drawn),2.7%,-35%,13%,0%,5%,26%,3%,-24%,0%
Cc1cc(S(=O)(=O)Nc2cccc(O)c2)c(C)s1,0.3%,-7%,5%,10%,-5%,?,2%,-6%,2%
CCN(CC)S(=O)(=O)c1ccc(NC(=O)Nc2cccc(C(F)(F)F)c2)cc1,-0.7%,-14%,21%,-1%,5%,?,4%,-23%,-1%
O=c1c2sccc2n(Cc2cccc(F)c2)c(=O)n1-c1ccc(F)cc1,1.1%,5%,20%,4%,6%,6%,-21%,-3%,-8%
O=c1sc2ccccc2c(N2CCCC2)c1[N+](=O)[O-],1.7%,-21%,12%,4%,7%,-7%,-11%,-21%,3%
O=C(COC(=O)CCCN1C(=O)c2cccc3cccc(c23)C1=O)Nc1cccc(Br)c1,5.3%,?,23%,4%,38%[activator],-1%,-9%,-8%,0%
COc1cccc(S(=O)(=O)N2CCOCC2)c1,-0.4%,-3%,9%[57.1 µM],3%,-4%,-3%,0%,-5%,2%
COc1ccc(Cc2nnc(Nc3ccccc3OC)[nH]c2=O)cc1,2.4%,-13%,18%[57.1 µM],9%,-17%[57.1 µM],?,-14%,-2%,-15%
CCC(C)(C)n1nnnc1C(c1cc2ccc(OC)cc2[nH]c1=O)N1CCc2ccccc2C1 (stereo not drawn),1.2%,-32%,?,0%,6%,?,3%,?,0%
Cc1ccc(CNC(=O)c2ccc3c(c2)nc2n3CCCC2)cc1,4.7%,-14%,24%[57.1 µM],-6%,3%[57.1 µM],-13%,4%,-13%,-2%
CC(=O)NS(=O)(=O)c1ccc(NC(=O)CSc2ccc(Cl)cc2)cc1,-0.2%,4%,11%,0%,0%,-17%,-12%,-22%,10%
CN(Cc1ccccc1)C(=O)COC(=O)/C=C/c1ccc2c(c1)OCO2,.,-37%,?,6%,2%,-28%,2%,-3%,-10%
CCSc1nc2sc3c(c2c(=O)[nH]1)CC(C)(CC)OC3 (stereo not drawn),-0.2%,-7%,20%,2%,1%,-7%,-9%,-7%,5%
COc1cccc(/C=C2\SC(N3CCCC(C)C3)=NC2=O)c1OC (stereo not drawn),0.8%,-18%,5%,1%,-9%,-30%,-11%,-27%,-21%
CCc1ccccc1NC(=O)C1CCCN(c2nn3c(=O)cc(C)nc3s2)C1 (stereo not drawn),9.2%,-2%,18%[57.1 µM],-2%,9%[57.1 µM],i,-1%,-19%,-7%
CC(C)Oc1ccccc1OCCCCn1cnc2ccccc2c1=O,0.5%,-10%[56.9 µM],23%,10%,0%,4%,-2%,-21%,1%
Cc1noc(C)c1NC(=O)Nc1ccc2c(c1)CC(=O)N([C@@H](C)CO)C[C@@H](C)[C@@H](CN(C)C(=O)Nc1cccc3ccccc13)O2,.,-11%,-16%,-7%,-2%,-3%,-6%,12%,-7%

# In another format: entries from further up.
SMILES	RXFP1 agonist	RGS4 inh	rTrxR1 inhibitor	mIDH1 inhibitor	TrxR1 substrate	12-LOX inh	Vif-A3F inh	USP1-UAF1 inh	Vif-A3G inh
O=C(COC(=O)CCCN1C(=O)c2cccc3cccc(c23)C1=O)Nc1cccc(Br)c1	5.3%	?	23%	4%	38%[activator]	-1%	-9%	-8%	0%
Cc1ccc(S(=O)(=O)Nc2nc3ccc(S(C)(=O)=O)cc3s2)cc1	1.6%	-17%	-6%	2%	8%	?	-1%	-20%	1%
O=C(NCCN1CCOCC1)c1cc(-c2ccc(Cl)s2)nc2ccccc12	15%	-5%	35%	2%	70%[activator]	-3%&8%	-29%	-1%	1%
CCN(CC)S(=O)(=O)c1ccc(NC(=O)Nc2cccc(C(F)(F)F)c2)cc1	-0.7%	-14%	21%	-1%	5%	?	4%	-23%	-1%
CCOc1ccc(CCNC(=O)COc2cc(=O)n(C)c3ccccc23)cc1OCC	1.1%	6%	16%	11%	-4%	21%	5%	-21%	1%

# Some of the compounds tested; count on the stated rates, not on these rows.
